# Bioassay records: PubChem, National Center for Advancing Translational Sciences (NCATS)
# HP1b binding inh: blocks HP1-beta chromodomain binding to methylated histone tails. AID 540317. AlphaScreen HP1-beta / biotin-H3K9me3 peptide binding. Potency, µM (titrated, usually from 114 µM), for the others: top-dose activity change, negative = inhibition, usual class: inhibitors. 390,000 compounds, 0.56% hits. P83916; also: potency is read from the fitted curve at half-maximal effect; nearly all actives have a fitted effect of over 70% in size; inactives centre near 23
# Target sequence (P83916 whole entry, looked up): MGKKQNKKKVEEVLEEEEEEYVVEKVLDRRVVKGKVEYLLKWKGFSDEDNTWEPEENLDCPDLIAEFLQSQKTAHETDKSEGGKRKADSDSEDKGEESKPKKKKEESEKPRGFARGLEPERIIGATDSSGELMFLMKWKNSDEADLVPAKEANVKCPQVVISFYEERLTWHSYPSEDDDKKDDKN
#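 Compound inhibition of the preformed complex between 50 nM HP1-beta and 50 nM biotinylated H3K9me3 peptide was read by AlphaScreen. Buffer was PBS pH 7.4 with 0.01% Tween-20. Incubations ran 30 min at room temperature, with 10 ug/mL donor/acceptor beads.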
# PI4K2A block: blocks human PI4K2A kinase activity. activity change, negative = inhibition, % at 76.9 µM. AID 1346378. 420,000 compounds, 0.13% hits. Q9BTU6. purified PI4K2A, ADP-Glo luminescence, 1 h; hits give low values; in the data active = activity change below about -50%; inconclusive = mostly about -30% to -49%;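 also: -100% = wells without enzyme as full effect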
#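 PI4K2A activity was measured by ADP-Glo luminescence: enzyme (4 ug/mL stock) and phosphatidylinositol (1.2 mM stock) in Tris pH 7.5/MgCl2/EGTA/Triton X-100 buffer were reacted with ATP (300 microM stock) for one hour at ambient temperature.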
# PGK inhibitor: inhibitors of T. brucei phosphoglycerate kinase; 380,000 compounds, 0.043% hits; Potency, µM (series often up to 57.5 µM), without a hit: at the top dose activity change, negative = inhibition, hits mostly inhibitors; P07378; PGK/GAPDH coupled, Kinase-Glo luminescence, 60 min; also: potency is read from the fitted curve at half-maximal effect; % is scaled to controls: 0 for no effect and ±100 for the full control effect; nearly all actives have a fitted effect of over 60% in size
# Target sequence (P07378 whole entry, looked up): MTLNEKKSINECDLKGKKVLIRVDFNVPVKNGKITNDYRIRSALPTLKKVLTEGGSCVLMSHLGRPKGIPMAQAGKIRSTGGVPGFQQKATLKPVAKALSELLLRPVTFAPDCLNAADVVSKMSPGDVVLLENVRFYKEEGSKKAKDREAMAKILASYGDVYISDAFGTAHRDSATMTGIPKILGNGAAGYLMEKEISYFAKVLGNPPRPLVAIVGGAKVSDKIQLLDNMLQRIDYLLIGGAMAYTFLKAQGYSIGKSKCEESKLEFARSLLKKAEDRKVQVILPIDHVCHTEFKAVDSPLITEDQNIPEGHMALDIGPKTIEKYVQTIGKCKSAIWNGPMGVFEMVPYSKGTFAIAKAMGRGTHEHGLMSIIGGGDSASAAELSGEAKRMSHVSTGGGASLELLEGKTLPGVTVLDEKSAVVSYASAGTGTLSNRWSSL
#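 Recombinant glycosomal PGK reaction used 1,3-bisphosphoglycerate generated in-well by GAPDH (100nM final) in 100mM TEA pH 7.6, 5mM MgCl2, 0.01% Tween-20. After 60 minutes at room temperature, ATP was read by Kinase-Glo Plus luminescence end-point.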
# Pin1 inhibitor: human Pin1 inhibition; Q13526; Pin1 FP peptide displacement, HiFluor488, 10 min; Potency, µM (series often up to 115 µM), for the others: at the top dose activity, negative = inhibition, most hits filed as inhibitors; 390,000 compounds, 0.009% hits; AID 504891; active = well fitted inhibition curve with a large enough effect in the polarisation, with a control signal flat, not every such curve was filed as active; inconclusive = small, poorly fitted or top-dose-only effect, or effect the other way, or a change in a side signal; inactive = no such curve, though single readings can be large or run the other way; the % refers to the polarisation; also: potency is read from the fitted curve at half-maximal effect; % is scaled to controls: 0 for no effect and ±100 for the full control effect
# rTrxR1 inhibitor: blocks rat thioredoxin reductase 1 | AID 588453 | recombinant rTrxR1, NADPH fluorescence consumption, selenite substrate | 390,000 compounds, 1% hits | O89049 | Potency, µM (top dose mostly 114 µM), for inactives: at the highest dose activity change, negative = inhibition, hits mostly inhibitors; also: potency is read from the fitted curve at half-maximal effect; % is scaled to controls: 0 for no effect and ±100 for the full control effect; nearly all actives have a fitted effect of over 65% in size
#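 Rat TrxR1 (90 nM in the dispensed reagent) was pre-reduced with 400 uM NADPH for 5 min at room temperature, then incubated with compound for 15 min. After 400 uM selenite was added, NADPH fluorescence (Ex 340/Em 450 nm) was followed for 8 min.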
# TrxR1 substrate: is turned over as a substrate by rat TrxR1 | O89049 | purified TrxR1 substrate turnover, NADPH consumption readout | Potency, µM (series often up to 114 µM), for inactives: top-dose activity change, negative = substrate turnover | 390,000 compounds, 0.01% hits | AID 588456; also: potency is read from the fitted curve at half-maximal effect; % is scaled to controls: 0 for no effect and ±100 for the full control effect; nearly all actives have a fitted effect of over 50% in size
#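 Rat TrxR1, dispensed at 90 nM, was prereduced with 400 uM NADPH (final) for 5 min at ~22 deg C, then incubated with compound 15 min before 400 uM selenite. A first-read NADPH fluorescence drop versus no-compound background flagged substrates.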
# GLS inh: blocks human kidney-isoform glutaminase activity | O94925 | GLS enzymatic activity, qHTS titration | Potency, µM (titrated, usually from 45.5 µM), for the others: at the top dose activity change, negative = inhibition, hits mostly inhibitors | 410,000 compounds, 0.21% hits | AID 624170; also: potency is read from the fitted curve at half-maximal effect; % is scaled to controls: 0 for no effect and ±100 for the full control effect
#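 hKGA; 45 mM KH2PO4 pH 8.2 + 0.02% Tween-20; cpd via pin tool; 1 mM Gln soln; GluOx/HRP/Amplex Red; RT 30 min; fluor. t0 & final.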
# USP1 inh: inhibitors of human USP1/UAF1 deubiquitinase. O94782. recombinant USP1/UAF1, Ub-Rhodamine cleavage fluorescence. Potency, µM (highest dose often 57.1 µM), for the others: at the top dose activity change, negative = inhibition, most hits filed as inhibitors. 390,000 compounds, 0.23% hits; also: potency is read from the fitted curve at half-maximal effect; % is scaled to controls: 0 for no effect and ±100 for the full control effect; nearly all actives have a fitted effect of over 60% in size; inactives centre near -12
#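 Step one: compound is pinned into 1nM USP1/UAF1 in HEPES pH 7.8 buffer with TCEP. Step two: 15 min room-temperature incubation. Step three: Ub-Rho (150nM final) starts cleavage, tracked by fluorescence over six one-minute reads.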
# IDH1 R132H inh: inhibitors of human mutant IDH1 R132H. IDH1-R132H enzyme, NADPH consumption, diaphorase/resazurin fluorescence. AID 602179. Potency, µM (highest dose often 76.6 µM), for the others: at the top dose activity change, negative = inhibition, actives largely listed as inhibitors. O75874. 390,000 compounds, 0.093% hits; also: potency is read from the fitted curve at half-maximal effect; % is scaled to controls: 0 for no effect and ±100 for the full control effect; nearly all actives have a fitted effect of over 65% in size
# Target sequence (O75874 whole entry R132H, stated change not applied): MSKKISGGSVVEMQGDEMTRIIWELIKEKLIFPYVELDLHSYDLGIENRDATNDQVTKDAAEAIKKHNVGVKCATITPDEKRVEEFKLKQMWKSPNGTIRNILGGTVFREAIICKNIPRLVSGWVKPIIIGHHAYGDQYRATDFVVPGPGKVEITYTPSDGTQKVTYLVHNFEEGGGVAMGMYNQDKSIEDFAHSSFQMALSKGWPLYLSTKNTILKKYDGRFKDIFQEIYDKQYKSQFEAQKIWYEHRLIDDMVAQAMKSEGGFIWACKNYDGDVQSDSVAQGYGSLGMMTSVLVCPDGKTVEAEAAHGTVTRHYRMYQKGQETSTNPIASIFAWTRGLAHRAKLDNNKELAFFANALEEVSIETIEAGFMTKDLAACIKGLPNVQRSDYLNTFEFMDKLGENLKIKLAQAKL
#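 IDH1-R132H (0.5 ug/mL) preincubated 30 min with compound, then NADPH (0.016 mM) and alpha-KG (2 mM) added; 80 min at RT, pH 7.5. Remaining NADPH coupled via diaphorase/resazurin to fluorescence (540/590 nm); concentration-response curves normalized to no-enzyme control.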
# * marks the source's active call; other numbers are inactive results; i = inactive; ? = inconclusive; · = no result given; & = joins results of further samples; [ ] = remark or other dose. Unless noted, calls follow the shape of the dose curve; as a rule, active = well fitted curve in the direction sought with a large enough effect; inconclusive = small, poorly fitted or top-dose-only effect, or another doubt; inactive = no such curve, though single readings can be large; an effect the other way counts as inactive or inconclusive. A portion of the library; count on the stated rates, not on these rows.
SMILES,HP1b binding inh,PI4K2A block,PGK inhibitor,Pin1 inhibitor,rTrxR1 inhibitor,TrxR1 substrate,GLS inh,USP1 inh,IDH1 R132H inh
COc1ccc(S(=O)(=O)N2CCC(C(=O)NCCC(=O)NCc3ccccc3OC)CC2)cc1,4.8%,-4.5,-7.9%,-1.8%,-16.0%,-4.7%,3.3%,-3.2%,3.9%
Cc1ccc(-c2nc(CN3CCCCC3)cc(CN3CCCCC3)c2O)cc1,17.3%,-6.2,-11.0%,1.9%,-16.3%[57.1 µM],28.5%[57.1 µM],-11.6%,?,8.0%
c1ccc(-n2nnnc2-c2cnc(-c3cccnc3)nc2-c2cccs2)cc1,17.3%,4.4,-9.9%,-3.5%,6.3%,8.8%,4.5%,-13.2%,-0.3%
O=C(O)Cn1cc(/C=C2/SC(=O)N(CC(=O)N3CCCCCC3)C2=O)c2ccccc21,-25.2%,-21.0,i,3.1%,7.4%[57.1 µM],-20.8%[57.1 µM],28.5%,-3.7%,7.4%
CN=C(Nc1ccccc1)SC1CC(=O)N(c2cccc(OC)c2)C1=O (centres undefined),28.4%,8.3,-1.5%,1.1%,5.9%,-9.1%,-23.5%,-17.7%,4.6%
Cc1ccnc(N2C(=O)c3ccccc3C2Nc2cccc(C)c2C)c1 (centres undefined),42.5%[activator],0.4,-0.8%,0.0%,15.1%[57.1 µM],5.5%[57.1 µM],10.0%,-12.4%,5.2%
CCOC(=O)c1c(N)sc(C(=O)N2CCCCCC2)c1C,6.1%,2.2,-8.2%,3.3%,3.8%[57.1 µM],8.1%[57.1 µM],-2.8%,-5.1%,2.0%
Cn1c(=O)c2c(nc(N3CCCCC3)n2C)n(C)c1=O,24.2%,-2.2,-2.4%,-7.1%,-6.6%,-9.2%,-3.5%,-24.0%,-2.2%
O=C1C=C(c2ccc(Cl)c(C(F)(F)F)c2)C[C@@H](c2ccc(Cl)cc2)C1,59.4%[activator],0.1,-2.1%,8.1%,19.6%,-1.2%,2.9%,-30.9%,10.3%
Cc1nn(-c2ccccc2)c(C)c1/C=N/NC(=O)c1cc(-c2ccc(Cl)s2)[nH]n1,7.2%,-1.8,-1.3%,5.2%,6.4%[57.1 µM],2.1%[57.1 µM],5.7%,-13.4%,0.1%
CCCCNC(=O)CCNS(=O)(=O)c1ccc(C)cc1,19.6%,5.7,-0.3%,?,-5.6%[57.1 µM],2.7%[57.1 µM],4.0%,0.7%,-4.8%
CCc1c(C)[nH]n(-c2nc(-c3ccccc3)cs2)c1=O,-0.1%,-2.5,-0.9%,-1.2%,13.2%[57.1 µM],4.9%[57.1 µM],-7.6%,3.3%,0.1%
c1ccc2c(Nc3ccc(N4CCOCC4)cc3)nc(N3CCOCC3)nc2c1,0.9%,-0.2,0.6%,-0.4%,2.8%,-9.0%,16.8%,-14.3%,-7.8%
COc1cc(C(=O)Nc2ccccc2N2CCCCC2)cc(OC)c1OC,-6.2%,2.0,-8.2%,-2.4%,9.5%[57.1 µM],4.2%[57.1 µM],0.1%,-14.3%,-5.5%
COc1ccc(NC(=S)NC(C)Cc2cccs2)cc1 (centres undefined),38.7%,-2.7,-2.9%,-3.9%,5.1%,-2.2%,-8.5%,-19.2%,0.2%
c1ccc(-c2nnc3sc(Cc4cccs4)nn23)cc1,1.2%,-4.7,-9.9%,?,-18.0%,0.6%,-13.6%,-8.9%,0.5%
Cc1ccc2c(=O)cc(C(=O)Nc3nnc(C)s3)oc2c1,3.1%,1.1,i,0.5%,2.9%,-13.2%,-4.4%,-3.7%,-10.3%
O=C(Cc1ccccn1)c1ccc(F)cc1,33.8%,0.5,-11.3%,-9.3%,4.2%,-2.0%,0.3%,-15.6%,12.5%
COc1ccc(S(=O)(=O)N2CCN(C(=O)c3ccc(C)o3)CC2)cc1,9.5%,-6.1,-2.4%,2.8%,-16.8%[57.1 µM],-5.7%[57.1 µM],17.3%,-10.3%,-3.0%
COC(=O)c1ccc(CN2C(=O)NC3(CCC(C)CC3)C2=O)o1 (centres undefined),25.4%,0.7,1.4%,1.9%,10.1%[57.1 µM],7.7%[57.1 µM],19.0%,-7.4%,0.8%
Cc1ccc(NC(=O)CCC(=O)NNC(=O)Cc2ccccc2)cc1C,27.4%,-1.2,-0.2%,5.8%,19.6%,6.9%[57.1 µM],-5.0%,3.8%,2.8%
CC(C)NS(=O)(=O)c1ccc(NC(=O)C(C)OC(=O)CCC2CCCCC2)cc1 (centres undefined),5.9%,0.5,-3.2%,-3.8%,11.2%,3.9%,7.2%,-24.2%,4.1%
Cc1ccc(OCCSc2nc3ncnc(N)c3[nH]2)cc1,-10.9%,0.2,i,-14.7%,27.1%,-3.6%,-23.5%,-12.3%,8.5%
CCCC(=O)NC(=S)Nc1cccc(Cl)c1N1CCCC1,19.9%,-2.1,-7.1%,-7.3%,3.5%,1.0%,13.0%,-22.6%,22.6%
CC1C/C(=N\NC(N)=S)c2cc(Cl)ccc2S1 (centres undefined),41.8%[activator],-4.3,-7.0%,?,23.9%[57.1 µM],9.7%[57.1 µM],-3.5%,-6.1%,6.7%

# Further structures.
SMILES,HP1b binding inh,PI4K2A block,PGK inhibitor,Pin1 inhibitor,rTrxR1 inhibitor,TrxR1 substrate,GLS inh,USP1 inh,IDH1 R132H inh
O=c1[nH]c(=O)n(Cc2ccccc2)c2nc(-c3ccco3)cc(C(F)(F)F)c12,30.7%,-17.4,9.0%,12.6%,-26.0%,33.3%[activator],5.2%,2.4%,2.1%
COC(=O)c1c(NC(=O)C(=O)N2CCOCC2)sc2c1CCC2,-1.7%,-1.9,i,-4.5%,13.0%,-5.3%,16.7%,-9.6%,15.9%
COc1cc(OC)cc(C(=O)NC(=S)NCCc2ccccc2)c1,7.3%,3.1,-5.7%,3.4%,?,-4.3%,8.4%,-11.8%,3.4%
COc1ccc2cc3cc(C(=O)NC(C)C)oc3nc2c1,17.1%,2.9,0.1%,1.1%,40.7%[activator],·,15.5%,-15.2%,-0.2%
O=C(CN(c1ccccc1)S(=O)(=O)c1ccccc1)NCCSc1nc2ccccc2s1,21.8%,1.7,-1.8%,-2.9%,2.9%,-10.8%,7.0%,0.6%,-4.2%
COc1ccc(C(C)C)cc1S(=O)(=O)N1CCC(C(=O)NCC2CCCO2)CC1 (centres undefined),32.6%,-0.8,-3.4%,-7.3%,5.1%,3.8%,2.8%,-20.5%,0.1%
CCOC(=O)c1ccc(NC(=O)C2=C(C)C(=O)OC23CCN(C(C)=O)CC3)cc1,27.8%,0.0,12.2%,-12.4%,-8.7%,-7.1%,4.5%,-22.6%,25.7%
O=C(Cc1cccs1)N/N=C/c1ccccn1,31.5%,0.9,-0.6%,-6.0%,7.0%,-5.5%,-3.1%,-12.7%,4.0%
COc1ccc(CCNC(=O)COC(=O)c2ccccc2NCCO)cc1OC,-2.5%,-3.3,5.5%,-6.5%,20.0%,243.4%[activator],11.9%,-14.5%,-6.9%
CCc1ccccc1NS(=O)(=O)c1ccc(OC)c2ncccc12,75.5%&26.1%[activator],-2.7&-2.6,-6.5%,5.6%&-1.6%,15.7%,3.0%,4.4%&11.7%,-17.8%&-5.0%,6.2%&-0.7%
CCCn1c(=S)[nH]c2cc(C(=O)N3CCc4ccccc4C3)ccc2c1=O,39.8%[activator],-10.2,-1.8%,1.3%,-4.4%[57.1 µM],8.2%[57.1 µM],13.2%,-20.0%,2.9%
O=S(=O)(c1ccc(Cl)c(F)c1)N1CCC(c2nc(-c3ccncc3)no2)CC1,32.7%[activator],-1.3,i,8.0%,-5.9%,-0.9%,-7.4%,-0.4%,9.1%
CCCCn1c(N)c(N(CC(C)C)C(=O)C2CCN(C(=O)c3ccc(F)cc3)CC2)c(=O)[nH]c1=O,34.7%,7.8,3.3%,-4.0%,15.2%,3.3%,1.2%,-16.1%,-7.5%

# Taken from the entries so far for reference:
SMILES,HP1b binding inh,PI4K2A block,PGK inhibitor,Pin1 inhibitor,rTrxR1 inhibitor,TrxR1 substrate,GLS inh,USP1 inh,IDH1 R132H inh
COc1ccc(CCNC(=O)COC(=O)c2ccccc2NCCO)cc1OC,-2.5%,-3.3,5.5%,-6.5%,20.0%,243.4%[activator],11.9%,-14.5%,-6.9%
CCc1ccccc1NS(=O)(=O)c1ccc(OC)c2ncccc12,75.5%&26.1%[activator],-2.7&-2.6,-6.5%,5.6%&-1.6%,15.7%,3.0%,4.4%&11.7%,-17.8%&-5.0%,6.2%&-0.7%
CCCn1c(=S)[nH]c2cc(C(=O)N3CCc4ccccc4C3)ccc2c1=O,39.8%[activator],-10.2,-1.8%,1.3%,-4.4%[57.1 µM],8.2%[57.1 µM],13.2%,-20.0%,2.9%
O=S(=O)(c1ccc(Cl)c(F)c1)N1CCC(c2nc(-c3ccncc3)no2)CC1,32.7%[activator],-1.3,i,8.0%,-5.9%,-0.9%,-7.4%,-0.4%,9.1%
CCCCn1c(N)c(N(CC(C)C)C(=O)C2CCN(C(=O)c3ccc(F)cc3)CC2)c(=O)[nH]c1=O,34.7%,7.8,3.3%,-4.0%,15.2%,3.3%,1.2%,-16.1%,-7.5%
